FXIIa inh: human FXIIa protease inhibitors, primary screen, biochemical, 1536-well; inhibition, % at 5 µM; purified FXIIa, Boc-QGR-AMC fluorogenic substrate, 2 h; 220,000 compounds, 0.3% hits; in the data active means inhibition above about 40%;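 further: 0% = enzyme with no compound and 100% = blank without enzyme; many of its hits are not listed in these tables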
Furin inhibitor: human furin inhibitors, primary screen, biochemical, fluorescence intensity | P09958 | purified furin, fluorogenic substrate cleavage | inhibition, % at 30 µM | 220,000 compounds, 0.061% hits; in the data active means inhibition above about 25%; further: inactives centre near -15
KLK5 inh: human KLK5 protease inhibitors, primary screen, biochemical, 1536-well. Kallikrein-5 (Homo sapiens), Q9Y337. recombinant hK5, fluorogenic AMC substrate cleavage. inhibition, % at 5 µM. 210,000 compounds, 0.59% hits;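 active means inhibition of 40% or more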;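 further: 0% = enzyme controls without compound and 100% = no-enzyme blanks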
Target sequence (Q9Y337 67-293 limits assumed): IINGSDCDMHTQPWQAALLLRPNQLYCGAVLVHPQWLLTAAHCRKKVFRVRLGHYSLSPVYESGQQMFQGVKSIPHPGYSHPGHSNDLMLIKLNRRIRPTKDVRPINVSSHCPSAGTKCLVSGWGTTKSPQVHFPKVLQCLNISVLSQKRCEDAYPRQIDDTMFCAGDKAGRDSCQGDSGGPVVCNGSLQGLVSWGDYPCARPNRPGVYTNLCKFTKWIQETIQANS
PERK inhibitor: block of dimerizer-induced PERK translation repression, primary screen, PERK inhibitor project, CHO PERK-DD cells, SEAP luminescence, HTS | AID 1416, 2008 | 220,000 compounds, 0.17% hits | inhibition, % at 5.6 µM | Eukaryotic translation initiation factor 2-alpha kinase 3 (Homo sapiens), Q9NZJ5 | CHO PERK-DD fusion, SEAP luminescence translation reporter;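 active means inhibition above the mean inhibition of all tested compounds plus 3 SD, set separately per screening campaign, cut at about 2.9% in these data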;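 further: PERK kinase domain activated by AP20187 dimerizer at 100 nM; 0% = DMSO with dimerizer and 100% = rapamycin at 8.4 µM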
KCC2 mod: KCC2 cotransporter modulators, thallium flux, primary screen, cell-based, HEK293 KCC2, FluoZin-2 fluorescence, MLSMR | KCC2 cells, thallium flux FluoZin-2 fluorescence | B-score of Tl+ flux slope (higher = more flux/activation; lower = inhibition) at 10 µM | 190,000 compounds, 2.2% hits | AID 1456, 2008;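 active means thallium flux slope and its plate-corrected score both differing from the plate sample mean at a set confidence after two filtering rounds, in either direction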;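 further: slope of fluorescence scaled to starting intensity during 10 to 20 s after thallium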
m-calpain inh: inhibitors of pig calpain II, primary screen, biochemical, fluorogenic peptide substrate, 1536-well; purified calpain II, 30 min; inhibition, % at 16 µM; 220,000 compounds, 0.37% hits; AID 1236, 2008;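 active means inhibition above about 50%, limit read from the data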
FXIa inh 1536: human FXIa protease inhibitors, primary screen, biochemical, 1536-well; Coagulation factor XI (Homo sapiens), P03951; purified FXIa, Boc-Glu-Ala-Arg-AMC fluorogenic substrate; 220,000 compounds, 0.14% hits; inhibition, % at 5 µM; AID 798, 2007;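 active means inhibition of at least 40%; inactive means inhibition below 40%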;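 further: fluorescence of freed AMC excited at 355 nm; 0% = enzyme without compound and 100% = no enzyme blank; many of its hits are not listed in these tables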
Target sequence (P03951 19-387 limits assumed): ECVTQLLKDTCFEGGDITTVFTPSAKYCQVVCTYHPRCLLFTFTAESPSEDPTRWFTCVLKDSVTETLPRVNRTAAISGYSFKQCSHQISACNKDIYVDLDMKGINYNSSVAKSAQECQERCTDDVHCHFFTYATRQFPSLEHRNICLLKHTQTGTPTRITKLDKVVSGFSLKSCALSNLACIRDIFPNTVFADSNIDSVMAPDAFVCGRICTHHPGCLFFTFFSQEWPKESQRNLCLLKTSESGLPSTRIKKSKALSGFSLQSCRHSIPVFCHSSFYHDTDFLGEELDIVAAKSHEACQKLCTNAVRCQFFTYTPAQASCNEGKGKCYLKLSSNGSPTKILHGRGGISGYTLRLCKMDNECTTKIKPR
Target sequence (P03951 388-625 limits assumed): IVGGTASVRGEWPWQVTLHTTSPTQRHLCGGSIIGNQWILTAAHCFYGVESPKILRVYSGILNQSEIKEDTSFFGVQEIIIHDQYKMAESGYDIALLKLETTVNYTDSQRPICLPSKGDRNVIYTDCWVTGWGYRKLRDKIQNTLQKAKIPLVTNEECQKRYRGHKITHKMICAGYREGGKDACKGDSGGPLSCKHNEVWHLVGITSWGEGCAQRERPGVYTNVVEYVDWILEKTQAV
Thrombin inh: human alpha-thrombin inhibitors, primary screen, counter-screen for coagulation protease inhibitor project, biochemical, 1536-well, fluorogenic AMC substrate | Prothrombin (Homo sapiens), P00734 | Boc-VPR-AMC fluorogenic substrate cleavage | inhibition, % at 5 µM | 220,000 compounds, 0.26% hits | AID 1046, 2008;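 active means inhibition at or above 40%; inactive means inhibition below 40%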;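 further: 0% = enzyme with no compound and 100% = wells without enzyme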
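Test system: human alpha-thrombin protein / Dosing: one concentration per compound, 5 µM, with 0.2% DMSO / Medium: pH 7.5 Tris-saline with Tween 20 / Benchmarks: no-compound enzyme wells and no-enzyme blanks / Read-out basis: percent inhibition of thrombin substrate cleavage / Timing: reaction at room temperature / Measured by: fluorescence, ex 355 nm, em 460 nm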
Rad51 HR inh: human RAD51 strand exchange inhibitors, primary screen, biochemical, fluorescence; hRad51 DNA strand exchange, fluorescence dequenching; DNA repair protein RAD51 homolog 1 (Homo sapiens), Q06609; 200,000 compounds, 0.085% hits; inhibition, % at 10 µM;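 active means inhibition above 40% at the single screening dose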;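 further: 0% = DMSO control wells and 100% = blanks with heterologous ssDNA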
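Material: Human Rad51 nucleoprotein filaments preassembled on unlabelled ssDNA | Also added: Labelled 47-mer dsDNA for strand exchange | Dosing: Single dose, 10 µM final compound | Schedule: 30-min compound preincubation and 15-min exchange, both room temperature | Technique: Fluorescence dequenching at 485/520 nm | Measure: Percent inhibition relative to plate controls and blanks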
An asterisk follows results filed as active; . = not tested or not shown; [ ] = another dose, or the depositor's remark.

Structure	FXIIa inh	Rad51 HR inh	FXIa inh 1536	KCC2 mod	m-calpain inh	KLK5 inh	Thrombin inh	Furin inhibitor	PERK inhibitor
Cc1ccc(NC(=O)c2c3c(nc4ccccc24)CCC3)cc1S(=O)(=O)N(C)C	8	-32	2	0.25	-142	8	-12	-26	0.0
C=CCNc1nc(C2(C)CC3(CC(C)OC3=O)C(=O)O2)cs1 (centres undefined)	8	0	1	-0.01	-22	-18	-3	-21	0.6
CC1=NN(C(C#N)c2ccccc2O)C(C)(C)C1 (centres undefined)	7	-1	-5	-0.66	-15	0	-5	-30	0.4
Cc1ccc(S(=O)(=O)N(CC(=O)Nc2ccccc2C(=O)O)c2ccccc2)cc1	10	-9	0	-0.79	-32	0	-10	-22	1.7
COc1ccc(CNC(=O)CN(C(=O)c2cc3sccc3n2C)C2CCCC2)cc1	5	6	-5	-0.39	17	10	-4	-24	0.9
CC1(C)CC(=O)c2cnc(N3CCN(c4ccccc4)CC3)nc2C1	13	5	0	-0.41	2	-20	-11	-17	0.7
O=C(NCCN1CCN(S(=O)(=O)c2ccc([N+](=O)[O-])cc2)CC1)C(=O)Nc1ccccc1	6	-2	-5	0.4	-22	-5	1	-11	0.2
CCOc1ncccc1C(=O)OCC(=O)c1ccccc1Br	0	9	-4	-0.01	-14	-11	-14	-12	0.3
CCOc1ccc(S(=O)(=O)N(C)c2ccc(OCC(=O)NCC3CCCO3)cc2)cc1 (centres undefined)	10	-13	-1	-0.54	-21	1	-19	-20	0.8
Cc1ccc2nc(N/C(=N/S(=O)(=O)c3cccs3)c3ccccc3Cl)sc2c1	5	6	1	6.4*	-7	-2	1	-19	1.4
O=C(NCc1ccccc1)Oc1cccc(Cl)c1	14	0	7	-0.74	-14	-11	1	-14[20 µM]	1.7
COCCCNC(=O)/C=C/c1ccc(Cl)cc1	8	3	-8	.	-12	-10	-5	-16[20 µM]	1.2
Cc1cccc2cc(C#N)c(SCC(=O)N3CC(=O)Nc4ccccc43)nc12	-2	.	-5	0.34	-58	-10	2	-8	-0.6
O=C(c1cccc2ccccc12)C1CCCN(C(=O)c2ccc(N3CCOCC3)cc2)C1 (centres undefined)	9	0	-3	-0.42	-37	0	-4	-27	-0.3
O=C1N/C(=N\N=C\c2ccco2)SC1Cc1ccc(F)cc1 (centres undefined)	9	1	-2	-1.6	-11	3	-2	-31	1.6
CC(c1ccco1)N(C(=O)c1ccc(F)cc1)c1ccccn1 (centres undefined)	-2	-1	-3	0.025	-15	-3	-1	-24	0.7
CSc1ccccc1NC(=O)N1CCCC(C(=O)c2ccc3c(c2)OCO3)C1 (centres undefined)	12	10	6	-1.4	-11	.	2	-22	1.3
CC1(C)CC(=O)C=C(NCCCN2CCCC2=O)C1	.	3	.	1.6	.	.	.	-9[20 µM]	1.4
COc1ccc(Cl)cc1NC(=O)NCC1CCN(C(=O)OC(C)(C)C)CC1	6	14	-3	-0.043	0	-3	-3	-13	-0.9
CC1CCCCN1C(=O)Cn1cc(C=O)c2ccccc21 (centres undefined)	7	4	1	0.4	2	-6	-8	-8	0.3
O=C1CCC(C(=O)NCc2cccnc2)N1 (centres undefined)	4	2	-1	0.052	-11	-6	4	-9[20 µM]	0.0
Cc1ccccc1C(=O)N1CCN(c2ccc(NC(=O)c3ccccc3[N+](=O)[O-])cc2)CC1	2	-2	-4	0.41	30	0	-10	-15	-0.6
O=C(C1CCCN(S(=O)(=O)c2cccc3nonc23)C1)N1CCN(c2ccccc2)CC1 (centres undefined)	18	10	1	.	29	-14	-6	-17[20 µM]	-0.9
CCOC(=O)C1CCCN(C(c2ccccn2)c2c(C)[nH]c3ccccc23)C1 (centres undefined)	7	.	5	0.29	-4	1	13	-26	1.9
C=CCN1C(=O)C(Cc2ccc(F)cc2)S/C1=N/N=C/c1ccco1 (centres undefined)	2	5	2	0.55	2	-10	-10	-7	0.2
O=C(COC(=O)c1cccnc1Cl)NCCC1=CCCCC1	0	9	-6	0.71	-20	-1	1	-27	1.7
COC(=O)c1sc(NC(=O)c2cc3c(s2)CCCC3)nc1C	10	-3	-7	-0.37	-4	-5	-8	-24[20 µM]	-1.3
CCOc1ccc(OCCCC(=O)Nc2nc3ccccc3[nH]2)cc1	11	-1	-2	-0.0046	-22	2	0	-28	0.0
COc1ccc(C2C(C#N)=C(N)N(c3ccccc3C#N)C3=C2C(=O)CCC3)cc1CN1CCCC1 (centres undefined)	-2	-2	-25	-0.34	3	-12	-3	-15	0.7
O=C(COC(=O)c1ccc(Br)o1)Nc1nc2ccccc2s1	12	3	1	-0.081	-5	-11	-2	-16	1.1
CC(C)Cn1c(-c2csc3c2CCCC3)n[nH]c1=S	15	.	-2	4.8*	50*	-31	4	-10[20 µM]	0.8
CCCCn1c(SCC(=O)NC2CC(C)(C)NC(C)(C)C2)nc2cc(S(N)(=O)=O)ccc21	-2	6	-6	1.2	-3	-5	-6	-18	0.8
Cc1ccc(N2CC(C(=O)Nc3ccc(C)c(S(=O)(=O)N(C)C)c3)CC2=O)cc1 (centres undefined)	15	-5	9	-0.63	8	32	-6	-3	-0.1
COc1ccccc1N/N=C/c1c(CO)cnc(C)c1O	6	-5	-4	-1.5	5	-17	-5	-10[20 µM]	0.4
Cc1n[nH]c(C)c1CNCc1c(C(=O)N2CCCCCCC2)nc2ccc(Cl)cn12	5	-3	2	0.29	-12	2	2	-10	-0.7
Nc1nonc1-n1nnc(C(=O)N/N=C/c2ccc(OCc3ccccc3)cc2)c1COc1ccc(F)cc1	4	20	2	-0.2	-94	3	0	-28	1.2
COc1cc(CCC(C)=O)ccc1OC(=O)c1c(F)cccc1Cl	4	12	0	.	5	-2	-7	9	-0.6
Nc1nc(-c2cc3ccccc3o2)cs1	0	4	-8	-0.65	-14	-2	-6	-20	-0.1
Cn1c(=O)c2c(nc(CN3CCC(C(N)=O)CC3)n2Cc2ccccc2F)n(C)c1=O	7	2	-1	.	-49	-2	-1	-20	0.5
Cc1nn(-c2ccccc2)c(N)c1C1(O)C(=O)N(C(C)C)c2ccccc21 (centres undefined)	3	0	0	0.04	-1	-21	-1	-31	-0.2
CC1CC(C)CN(S(=O)(=O)c2ccc3c(c2)oc(=O)n3CC(=O)NCc2cccnc2)C1 (centres undefined)	7	11	-2	0.84	-34	-1	-2	-22	0.0
CCCCNC(=S)N/N=C/c1ccccc1F	8	12	1	7.2*	72*	-13	-2	-23	1.5
O=C(O)/C=C\c1ccccc1Oc1ccc(F)cc1	11	1	0	-0.51	-32	3	-5	-22	0.7
Cn1c(=NC(=O)COc2ccccc2)sc2ccccc21	3	-6	-10	-2.8	15	-4	-7	-6	-0.5
CCOC(=O)N1CCN(c2nc(-c3cccc(OC)c3)cc(C(F)(F)F)n2)CC1	9	6	9	.	7	-10	2	-5	1.0
CN1CCN(C(=O)C2=C[C@@H](C3CC3)C[C@@H](OCc3ccc(CO)cc3)O2)CC1	5	1	0	-0.19	-2	-1	-4	-5	0.8
CCc1cc2c(-c3ccccc3)cc(=O)oc2cc1OC(=O)c1cccs1	6	4	9	-0.015	-6	-2	-8	-10	1.2
CCCP(=O)(CC(=O)N(CC)CC)c1ccccc1 (centres undefined)	11	-2	2	1.3	-27	-20	0	-3	-0.2
CCCC(=O)c1cc(F)c(N2CCN(CCC#N)CC2)cc1C	4	-1	-1	0.15	-2	6	-3	-23	1.5
O=C(c1cccs1)c1ccc(-c2cccs2)s1	-6	-3	-3	.	.	-63	0	-31	1.2
CCCCN1C(=O)CC(Sc2ncccc2C(=O)O)C1=O (centres undefined)	4	-5	-7	0.44	25	-2	-12	-18	1.5
CCOc1ccc(CCN2C(=O)C3C4C=CC(C4)C3C2=O)cc1OCC (centres undefined)	38	-1	5	-0.0018	8	37	18	-15	-1.1
O=C(NC1CCCCC1)Oc1cc2oc(=O)sc2cc1Br	5	-20	-3	1.6	12	0	-3	14	0.5
Cc1ccc(C(=O)NC(NCc2ccccc2)C(Cl)(Cl)Cl)cc1 (centres undefined)	14	10	6	-0.61	-9	-10	-4	-21	0.0

12 entries from above, reformatted.
Values run as follows: FXIIa inh	Rad51 HR inh	FXIa inh 1536	KCC2 mod	m-calpain inh	KLK5 inh	Thrombin inh	Furin inhibitor	PERK inhibitor
O=C(O)/C=C\c1ccccc1Oc1ccc(F)cc1
    11	1	0	-0.51	-32	3	-5	-22	0.7
Cn1c(=NC(=O)COc2ccccc2)sc2ccccc21
    3	-6	-10	-2.8	15	-4	-7	-6	-0.5
CCOC(=O)N1CCN(c2nc(-c3cccc(OC)c3)cc(C(F)(F)F)n2)CC1
    9	6	9	.	7	-10	2	-5	1.0
CN1CCN(C(=O)C2=C[C@@H](C3CC3)C[C@@H](OCc3ccc(CO)cc3)O2)CC1
    5	1	0	-0.19	-2	-1	-4	-5	0.8
CCc1cc2c(-c3ccccc3)cc(=O)oc2cc1OC(=O)c1cccs1
    6	4	9	-0.015	-6	-2	-8	-10	1.2
CCCP(=O)(CC(=O)N(CC)CC)c1ccccc1 (centres undefined)
    11	-2	2	1.3	-27	-20	0	-3	-0.2
CCCC(=O)c1cc(F)c(N2CCN(CCC#N)CC2)cc1C
    4	-1	-1	0.15	-2	6	-3	-23	1.5
O=C(c1cccs1)c1ccc(-c2cccs2)s1
    -6	-3	-3	.	.	-63	0	-31	1.2
CCCCN1C(=O)CC(Sc2ncccc2C(=O)O)C1=O (centres undefined)
    4	-5	-7	0.44	25	-2	-12	-18	1.5
CCOc1ccc(CCN2C(=O)C3C4C=CC(C4)C3C2=O)cc1OCC (centres undefined)
    38	-1	5	-0.0018	8	37	18	-15	-1.1
O=C(NC1CCCCC1)Oc1cc2oc(=O)sc2cc1Br
    5	-20	-3	1.6	12	0	-3	14	0.5
Cc1ccc(C(=O)NC(NCc2ccccc2)C(Cl)(Cl)Cl)cc1 (centres undefined)
    14	10	6	-0.61	-9	-10	-4	-21	0.0

High-throughput results (PubChem BioAssay)

This is a subset. The share of hits here may be higher or lower than overall.
